RGS7-Gao reg – RGS7-Galphao binding modulators, primary screen, biochemical, multiplexed bead flow cytometry. binding response (% of control), % at 10 µM. 0.35% of 220,000 active. actives lie on both sides. Guanine nucleotide-binding protein G(o) subunit alpha (Homo sapiens), P09471; in the data active = binding response below about 49% or above about 150%; inconclusive = no clear call, values can overlap the other calls; inactive = in between;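 note: fluorescent Galphao held in activated GDP-AlF4 state binding bead-coupled RGS7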
Target sequence (P09471 whole entry, looked up): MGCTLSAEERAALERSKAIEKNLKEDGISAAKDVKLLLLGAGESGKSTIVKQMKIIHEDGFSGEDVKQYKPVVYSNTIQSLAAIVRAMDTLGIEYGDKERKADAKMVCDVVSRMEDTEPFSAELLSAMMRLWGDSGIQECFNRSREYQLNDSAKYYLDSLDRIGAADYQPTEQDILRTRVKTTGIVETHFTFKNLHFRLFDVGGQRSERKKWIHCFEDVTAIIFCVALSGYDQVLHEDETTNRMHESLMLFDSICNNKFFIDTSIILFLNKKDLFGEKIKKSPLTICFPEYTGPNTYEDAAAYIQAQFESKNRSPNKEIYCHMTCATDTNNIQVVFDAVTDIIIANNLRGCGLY
ABCB1 inh – ABCB1 efflux pump inhibitors, primary screen, cell-based, multiplex, flow cytometry, ABCG2 counter-screen; 0.067% of 190,000 active; CCRF-Adr cells, JC-1 efflux; inhibition, % at 6.6 µM; in the data active = inhibition above about 40%;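 note: 0% = vehicle and 100% = reference inhibitor; higher value means more JC-1 retained so stronger ABCB1 efflux block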
Bcl-W Bim block – inhibitors of Bim binding to Bcl-W, primary screen, biochemical, multiplexed, bead-based flow cytometry. Bcl-2-like protein 2 (Homo sapiens), Q92843. inhibition, % at 10 µM. Bim peptide-Bcl-W binding. 0.02% of 190,000 active. AID 952, 2007;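 note: 0% = bound tracer without compound and 100% = peptide blocker; higher means less fluorescent Bim peptide bound to Bcl-W beads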
Avidin fluor – green autofluorescence of compounds with avidin beads – biophysical, 488/530 nm, flow cytometry, artefact control, profiling panel; 0.38% of 220,000 active; fluorescence (KMESF) at 10 µM; compound fluorescence 488/530 nm; active compounds read high; AID 1775, 2009; in the data active = fluorescence above about 47; note: inactives centre near 10
GSH fluor – compound fluorescence on glutathione beads, profiling panel, artefact control, biophysical, 488/530 nm, flow cytometry; GSH beads flow cytometry, compound fluorescence 488/530 nm; active compounds read high; fluorescence (KMESF) at 10 µM; 0.25% of 190,000 active; in the data active = fluorescence above about 89;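 note: glutathione beads carrying GST-tagged Bcl family fusion proteins plus one bare bead set; values are compound well signal with DMSO vehicle wells as background; inactives centre near 16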
Bim-Bfl-1 – inhibitors of Bim binding to Bfl-1, primary screen, biochemical, multiplexed, bead-based flow cytometry; 0.12% of 190,000 active; Bim-Bfl-1 binding inhibition; inhibition, % at 10 µM; AID 1008, 2008;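 note: 0% = wells without compound plus tracer and 100% = blocker peptide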
ABCG2 block – ABCG2 efflux pump inhibitors, primary screen, multiplex with ABCB1, IgMXP3 cells, flow cytometry | Broad substrate specificity ATP-binding cassette transporter ABCG2 (Homo sapiens), Q9UNQ0 | inhibition, % at 6.6 µM | AID 1325, 2008 | JC-1 efflux | 0.1% of 190,000 active;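 active = inhibition above 80%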;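 note: 0% = DMSO and 100% = nicardipine control wells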
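test system = two drug-resistant human cell lines, ABCG2 and ABCB1 | amount = 3 million cells/mL final, two lines in 1:1 ratio | reagent = JC-1 transporter substrate | doses = one concentration, 6.6 µM final | incubation = 10 min at 25 °C | signal = flow cytometric JC-1 green MFI at 530 nm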
Bcl-XL Bim block – inhibitors of Bim-Bcl-XL binding, primary screen, biochemical, multiplexed, bead flow cytometry, human Bcl-XL | Bim peptide-Bcl-XL binding, fluorescence | inhibition, % at 10 µM | 0.04% of 190,000 active | Bcl-2-like protein 1 (Homo sapiens), Q07817 | AID 1007, 2008
Target sequence (Q07817 whole entry, looked up): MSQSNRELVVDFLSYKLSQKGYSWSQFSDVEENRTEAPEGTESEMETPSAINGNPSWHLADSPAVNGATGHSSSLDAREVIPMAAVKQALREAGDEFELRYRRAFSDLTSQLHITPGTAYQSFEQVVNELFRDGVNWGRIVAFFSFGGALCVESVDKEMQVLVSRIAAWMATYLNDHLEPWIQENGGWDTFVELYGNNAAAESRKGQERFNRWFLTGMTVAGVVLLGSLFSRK
RGS4-Gao reg – modulators of RGS4 binding to Galphao, primary screen, biochemical, multiplexed bead flow cytometry. 0.33% of 220,000 active. AID 1415, 2008. binding response (% of control), % at 10 µM. Guanine nucleotide-binding protein G(o) subunit alpha (Homo sapiens), P09471. actives lie on both sides; in the data active = binding response below about 49% or above about 150%; inactive = in between;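 note: fluorescent Galphao activated with aluminum fluoride binding bead-coupled RGS4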
Bcl-B Bim block – inhibitors of Bim-Bcl-B binding, primary screen, biochemical, multiplexed, human Bcl-2 family | Bcl-2-like protein 10 (Homo sapiens), Q9HD36 | bead-based flow cytometry, Bim peptide-Bcl-B binding | inhibition, % at 10 µM | 0.073% of 190,000 active;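 note: 0% = tracer peptide without compound and 100% = reference inhibitor peptide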
Bcl-2 Bim block – inhibitors of Bim-Bcl-2 binding, primary screen, biochemical, multiplexed, human Bcl-2 family; Apoptosis regulator Bcl-2 (Homo sapiens), P10415; Bead-based flow cytometry, Bim peptide-Bcl-2 binding; inhibition, % at 10 µM; 0.06% of 190,000 active; AID 950, 2007; in the data active = inhibition above about 40%; inconclusive = no clear call, values can overlap the other calls;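 note: 0% = no compound wells with probe peptide and 100% = reference peptide inhibitor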
Target sequence (P10415 whole entry, looked up): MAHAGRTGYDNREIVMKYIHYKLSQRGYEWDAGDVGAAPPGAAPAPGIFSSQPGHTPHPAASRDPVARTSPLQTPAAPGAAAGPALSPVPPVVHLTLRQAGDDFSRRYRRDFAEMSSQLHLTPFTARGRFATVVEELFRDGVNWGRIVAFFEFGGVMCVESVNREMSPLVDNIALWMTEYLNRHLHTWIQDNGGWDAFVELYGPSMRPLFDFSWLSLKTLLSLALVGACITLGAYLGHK
Numbers without * were called inactive; ? = inconclusive. Cut-off read from the data, not from the text of the source, unless noted: active = inhibition above about 40%.

structure,RGS7-Gao reg,ABCB1 inh,Bcl-W Bim block,Avidin fluor,GSH fluor,Bim-Bfl-1,ABCG2 block,Bcl-XL Bim block,RGS4-Gao reg,Bcl-B Bim block,Bcl-2 Bim block
O=C(OCC(=O)c1ccc(Cl)cc1Cl)c1ccc2c(c1)C(=O)N(c1cccc3ncccc13)C2=O,108,0.2,-1,8,21,-1,0,0,104,0,-3
CCCS(=O)(=O)N1CCC(C(=O)NC2CCCC(C)C2C)CC1 (stereo not given),99,0.4,0,8,24,-10,1,-1,100,-6,-6
CCNC(=O)C1CCCc2c1[nH]c1ccc(Cl)cc21 (stereo not given),99,1.1,-1,10,27,-2,10,-2,98,0,-4
Cc1nc2ccccc2nc1OCc1ccccc1,103,0.4,-3,14,12,-6,3,-2,100,-7,-5
CC(C)CSC1=NSC2=NC(=O)/C(=C\c3ccccc3)C(=N)N12,104,0.0,-1,10,12,-5,10,0,100,-3,0
CCc1ccc(OCC(=O)N(CC)CC)cc1,98,-0.1,-2,9,17,-4,1,0,95,-3,0
COc1cc2nc(SCc3ccc(C(F)(F)F)cc3)n(Cc3cccs3)c(=N)c2cc1OC,97,-0.1,0,12,19,-1,-1,-4,98,-6,-2
Cc1c(Cl)c([N+](=O)[O-])nn1CC(=O)NCC1CCCO1 (stereo not given),95,-0.1,2,10,10,0,0,0,96,-1,0
CC(=O)c1sc(NC(=O)C(C)C)nc1C,104,0.0,1,11,12,-12,0,2,102,-5,-2
COc1ccc(OC)c2[nH]c(=O)c(CCNC(=O)Cc3cccs3)cc12,88,0.5,0,8,21,-5,5,-3,96,-5,0
Cc1ccccc1Nc1nnc(SCC(=O)c2c(N)n(C)c(=O)n(C)c2=O)s1,100,-0.4,0,10,8,-3,-1,1,99,-5,-4
COc1ccc(N(C)S(=O)(=O)c2cccc(C(=O)NC3=NCCS3)c2)cc1,97,0.6,-3,16,8,-7,3,0,98,-4,-3
O=C(CN1CCN(C/C=C/c2ccccc2)CC1)NCc1ccccc1,?,0.0,1,10,20,-4,-1,-3,101,-2,-2
O=[N+]([O-])c1ccccc1N/N=C\c1ccccc1Cl,91,0.8,0,7,49,-10,9,-6,93,-4,-8
COc1ccc(S(=O)(=O)N2CCOCC2)cc1NC(=O)COc1cccnc1[N+](=O)[O-],99,0.5,5,12,67,2,7,7,100,3,3
Cc1ccc(NC(=O)CCN2CCN(C/C=C/c3ccccc3)CC2)cc1C,99,1.9,-5,15,28,-22,28,-11,101,-13,-15
CC1=NNC(=O)C1C(c1ccccc1)C1C(=O)NN=C1C (stereo not given),100,1.6,-8,25,9,-2,0,-11,101,-2,-2
COC(=O)c1c(C)[nH]c(C)c1-c1ccc(C)cc1,107,-0.2,0,12,8,0,1,-3,94,-1,-2
CCN1C(=O)C(NC(C)=O)c2cc(Br)ccc21 (stereo not given),99,0.0,0,31,13,0,0,-2,101,0,-1
CCCCN1CN(S(=O)(=O)c2cccs2)c2nc3ccccc3nc21,99,0.7,-2,18,22,0,2,0,103,-3,-3
COC(C(=O)Nc1ccc(S(=O)(=O)Nc2cccc3ccccc23)cc1)c1ccccc1 (stereo not given),94,-0.5,-4,3,12,0,1,-5,97,-1,4
CC(OC(=O)c1ccco1)C(=O)NC1CCCCC1 (stereo not given),101,0.2,-2,35,14,0,2,-4,98,0,-1
O=C(c1ccc2c(c1)OCO2)N1CCCc2ccccc21,92,-2.1,0,7,36,-8,-2,-1,98,-7,-7
O=C(N/N=C/c1ccc(OCC(=O)N2CCCCC2)cc1)c1ccccc1O,99,0.9,-2,22,15,-13,24,-4,101,-4,-8
COc1ccc(C(=O)Nc2ccccc2N2CCN(C(=O)C(C)C)CC2)cc1Cl,102,11,-2,37,25,-22,37,-6,100,-11,-17
CC(C)=CC(=O)Nc1ccc(OCc2ccccc2)cc1,104,-0.1,-3,8,14,-4,8,1,103,-2,-1
Cc1ccc(C)c(NC(=O)c2nc(Cl)ccc2Cl)c1,103,1.2,1,24,25,0,6,2,104,-1,5
O=S(=O)(NCCn1ccc2ccccc21)c1ccccc1,104,0.2,-1,6,19,-11,0,-3,104,-8,-10
CCN(CC)C(=O)n1cnc(-c2ccccc2)c1-c1ccccc1,104,0.9,-1,14,11,-14,4,-3,103,-5,-5
COc1cccc(NC(=O)CSc2ccc3nnc(-c4ccncc4)n3n2)c1,94,-2.5,2,8,19,-7,-3,-2,100,-5,-8
O=C(NN1CCCCC1)c1cccc2ccccc12,99,0.2,1,11,10,-4,2,0,100,-1,2
Cc1ccc(C)c(NS(=O)(=O)c2cc(C(=O)NCc3ccccn3)ccc2Cl)c1,99,1.1,0,11,15,-10,5,-8,103,-10,-8
Cc1ccc(CNC(=O)NCc2ccccc2)cc1,101,0.2,-2,13,14,-4,1,-3,100,-5,-1
O=C(Nc1ccc(-c2nc3ccccc3[nH]2)cc1)C1CCCO1 (stereo not given),97,2.0,0,9,26,-11,9,-14,94,-6,-9
Cc1cc(NC(=O)c2ccc(S(=O)(=O)N3CCOCC3)cc2)no1,97,-0.2,-3,8,19,-2,0,-1,98,-2,-1
CC(=O)Nc1cc(N2C(=O)CCC2=O)ccc1Cl,99,-0.1,-4,7,19,-2,2,-4,99,-8,-5
CCOC(=O)c1c(NC(=O)CSc2nnc(CNc3ccc(OC)cc3)n2C)sc(C)c1C,101,0.8,0,7,70,-5,2,-3,98,0,-6
Cc1cccn2c(=O)c(/C=C3\SC(=S)N(CC(C)C)C3=O)c(NCCCOC(C)C)nc12,102,29,-3,25,29,1,61,0,107,-18,0
CC1CCCCN1C(=O)c1cnn2c(C(F)(F)F)cc(-c3ccco3)nc12 (stereo not given),103,0.6,-1,7,39,-6,7,-3,101,-4,-4
Cc1ccc(N=Nc2c(N)[nH]n3c(=O)cc(-c4ccccc4)nc23)cc1,114,-0.7,1,14,15,2,-2,0,128,0,-1
Cc1ccc(Cl)cc1N(Cc1ccc(C(=O)NCc2cccnc2)cc1)S(=O)(=O)c1ccccc1,97,2.0,-3,14,22,-2,2,-1,102,-1,-2
COc1ccc(C(=O)N2CCc3cc(OC)c(OC)cc3C2)cc1OC,100,-1.0,-3,14,43,-5,9,-1,100,-6,-2
CCc1ccc(C(=O)C(C)OC(=O)C2COc3ccccc3O2)cc1 (stereo not given),98,0.1,-3,14,6,-1,-2,-6,102,-7,-1
Cn1c(=O)oc2cc(S(=O)(=O)N3CCCC(C(=O)N4CC=C(c5ccccc5)CC4)C3)ccc21 (stereo not given),99,0.7,0,7,21,-6,0,-1,97,-7,-10
COc1ccc(N=c2oc3ccccc3cc2C(=O)Nc2ccccn2)cc1OC,104,2.1,0,11,13,-6,10,-2,100,-4,-1
Cc1c(NC(=O)CSc2ccccc2Cl)c(=O)n(-c2ccccc2)n1C,98,-1.9,-2,10,18,-6,-4,-2,100,-5,-6
Cc1ccc(S(=O)(=O)N2CCCC2C(=O)N2CCCCCC2)cc1 (stereo not given),104,0.4,-3,8,33,-10,1,-19,102,-8,-4
O=C(N/N=C1\CC2CC=CC12)c1ccc(O)cc1 (stereo not given),100,-0.3,0,22,12,-2,-1,-1,104,-1,-3
Cn1c(=O)c2c(nc(NC3CCCCC3)n2CC(O)COc2ccccc2)n(C)c1=O (stereo not given),105,2.6,-1,35,11,-2,25,-5,103,-5,-6
O=C(NC(=S)N1CCCc2ccccc21)c1ccccc1,103,1.0,-1,9,32,-9,7,-1,98,-6,-7

As a short view, 4 of the compounds above:
structure,RGS7-Gao reg,ABCB1 inh,Bcl-W Bim block,Avidin fluor,GSH fluor,Bim-Bfl-1,ABCG2 block,Bcl-XL Bim block,RGS4-Gao reg,Bcl-B Bim block,Bcl-2 Bim block
Cc1ccc(S(=O)(=O)N2CCCC2C(=O)N2CCCCCC2)cc1 (stereo not given),104,0.4,-3,8,33,-10,1,-19,102,-8,-4
O=C(N/N=C1\CC2CC=CC12)c1ccc(O)cc1 (stereo not given),100,-0.3,0,22,12,-2,-1,-1,104,-1,-3
Cn1c(=O)c2c(nc(NC3CCCCC3)n2CC(O)COc2ccccc2)n(C)c1=O (stereo not given),105,2.6,-1,35,11,-2,25,-5,103,-5,-6
O=C(NC(=S)N1CCCc2ccccc21)c1ccccc1,103,1.0,-1,9,32,-9,7,-1,98,-6,-7

High-throughput results deposited in PubChem BioAssay by NMMLSC.
